# Screening results (PubChem BioAssay)
# bub3: NCI yeast anticancer drug screen, S. cerevisiae bub3 mutant strain; % growth inhibition at 50 µM; 78,000 tested, 9.9% active;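 further: 0% = growth of vehicle-only cultures of the same strain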
#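 Steps: expose the mutant yeast strain to compound; grow alongside vehicle-treated cultures; measure growth; express inhibition against the vehicle cultures.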
# sgs1 mgt1: NCI yeast anticancer drug screen, S. cerevisiae sgs1 mgt1 strain. % growth inhibition at 50 µM. AID 161. 78,000 tested, 10% active;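 further: 0% = growth of vehicle-only cultures of the same strain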
#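 This yeast growth screen uses a strain with defined DNA-repair lesions; compound-treated growth is compared with vehicle-treated growth.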
# mec2-1: NCI yeast anticancer drug screen, S. cerevisiae mec2-1 strain | % growth inhibition at 50 µM | 79,000 tested, 9% active;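 further: 0% = growth of vehicle-only cultures of the same strain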
#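 Strain: mec2-1 (DNA repair/cell cycle alteration). Compound exposure, then growth measured; inhibition expressed relative to vehicle.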
# yeast mlh1 rad18: NCI yeast anticancer drug screen, S. cerevisiae mlh1 rad18 strain. % growth inhibition at 50 µM. 79,000 tested, 11% active. AID 175;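 further: 0% = growth of vehicle-only cultures of the same strain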
#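 In this whole-cell yeast screen, a strain with altered DNA damage repair is challenged with compound, and its growth is measured against matched vehicle-treated controls.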
# yeast rad50: NCI yeast anticancer drug screen, S. cerevisiae rad50 strain | 79,000 tested, 10% active | AID 155 | % growth inhibition at 50 µM;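 further: 0% = growth of vehicle-only cultures of the same strain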
#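 Inhibition values express reduced yeast growth in compound-treated cultures relative to vehicle-treated controls.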
# cln2 rad14: NCI yeast anticancer drug screen, S. cerevisiae cln2 rad14 strain; % growth inhibition at 50 µM; 78,000 tested, 8.3% active; AID 165;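 further: 0% = growth of vehicle-only cultures of the same strain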
#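 Growth inhibition, relative to vehicle-treated controls, is the read-out. The test organism is a yeast strain with defined genetic alterations, cln2 rad14.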
# * marks the source's active call; other numbers are inactive results; & = joins results of further samples. No stated cut-off is given here; in the data, active means growth inhibition above about 70%; inactive means the rest.
SMILES,bub3,sgs1 mgt1,mec2-1,yeast mlh1 rad18,yeast rad50,cln2 rad14
CN1C(=O)NC(=O)C12CCN(Cc1ccccc1)CC2,-2.7,-1.4,0.6,-1.1,-9.8,-8.9
COC1(OC)C2(Cl)C(c3ccccc3)=C(c3ccccc3)C1(Cl)C1C(=O)N(c3ccccc3)C(=O)C12 (stereo not given),22.0,53.5,10.3,31.9,60.0,37.6
CC(=O)OC1OC(=O)C(C)(C(C)=O)C1C (stereo not given),89.2*,89.9*,89.6*,89.6*,89.9*,83.2*
CO/N=C1\C(O)CC2C(C)(CCC3C2(C)CCC2(C)C4CC(C)(C)CCC4(C)CCC32C)C1C (stereo not given),-1.4,-18.5,-3.8,-5.8,1.9,-14.1
Nc1ccnc2n[nH]nc12,5.0,-19.1,-2.0,-26.8,-3.7,-9.1
C=CCOC(=O)/C=C\c1ccccc1OC,14.8,16.6,6.5,-3.3,23.9,-39.9
CC1CCC2C(C)(C)C3CC12CC1OC13C (stereo not given),0.7,0.7,-30.4,-14.5,-17.4,5.0
COc1ccc(/C=N/NS(=O)(=O)c2ccc(NC(C)=O)cc2)cc1,-21.8,16.4,-30.1,-9.2,-15.2,22.8
CC1(C)CC(=O)C2=C(C1)OC(N)=C(c1nc(-c3ccccc3)cs1)C2c1ccc(Br)cc1 (stereo not given),-1.1,-9.8,5.4,15.0,12.8,-45.0
NC(=O)N1N=C2c3ccccc3SC[C@H]2[C@@H]1c1ccccc1,-20.9,-26.8,-23.2,21.6,29.5,2.5
CCOC(=O)c1ccccc1NC(OCC)C(=O)c1ccccc1 (stereo not given) (tested in a mixture with another compound),70.0*,90.8*,63.9,90.7*,75.0*,16.2
COc1cc(/C=C/C(=O)NCCCCN)ccc1O,13.0,21.8,8.9,19.7,19.6,9.6
CC1=C/C(=N/Nc2ccc([N+](=O)[O-])cc2[N+](=O)[O-])CC(C)(C)C1,3.1,18.4,-27.2,3.5,-21.3,-41.0
O=C(CCS(=O)(=O)CCC(=O)c1cccs1)c1cccs1,-3.5,1.9,10.3,15.6,4.2,-4.2
CN(NC(=O)/C(=C/C=C/c1ccccc1)NC(=O)c1ccccc1)c1cnn(-c2ccccc2)c(=O)c1Cl,14.8,12.3,-2.6,-15.9,-12.6,-3.5
CCSC(=S)S(=O)(=O)c1ccc(C)cc1,84.2*,89.5*,93.1*,92.3*,90.4*,90.5*
C=C(C)C(=O)O[C@@H]1C[C@@]2(C)O[C@@H]2C[C@H](O)/C(C)=C/[C@H]2OC(=O)C(=C)[C@@H]21,-16.5,-22.5,-33.1,-43.1,-19.6,0.3
COCCNC(=O)C1C(=O)C(=O)N(CCOC)C1=O (stereo not given),-19.6,-17.2,-7.7,-3.5,-17.8,-4.2
CCCCN=C(C)CC(=O)CC(=O)c1ccccc1,22.4,44.4,23.1,33.9,30.3,-53.6
COc1cc(C(C[N+](=O)[O-])SC(C)=O)ccc1OCc1ccccc1 (stereo not given),19.7,34.1,-1.3,31.2,19.6,28.2
CC(=O)Nc1ccc(O)c(O)c1,-3.5,-15.9,-7.0,9.2,-5.8,13.9
CC/C=C/C(O[Si](C)(C)C(C)(C)C)C1CC2OC(=O)CCCC2O1 (stereo not given),-55.5,-52.8,-41.2,-71.4,-38.7,-39.6
COc1ccc(-c2ccccc2)cc1NC(C)=O,14.0,6.8,15.2,16.5,9.8,20.9
CC1=NN(C(=O)c2ccc(Cl)cc2)C(=O)/C1=C/c1cccc([N+](=O)[O-])c1,-15.9,-44.9,-26.2,-28.4,-16.7,-10.6
O=c1oc2ccccc2cc1O,-18.3,-6.0,-4.5,27.1,-12.2,-28.9
Cc1cc(S(=O)(=O)NC(=NCC(=O)NN)NN)c(S)cc1Cl,1.3,-16.6,2.6,15.4,-9.8,-7.0
CCC1=C(c2cccc(OC(C)=O)c2)C(C)c2ccc(OC(C)=O)cc21 (stereo not given),-26.6,-8.8,-19.4,8.2,-3.9,0.2
COc1cc2c(cc1OC)CCCN(C)c1cc(OC)c(OC)cc1/C=C/2,14.4,9.3,10.7,15.8,21.1,-1.9
O=S(=O)(Cl)C1c2ccccc2-c2ccccc21,23.2,12.5,20.1,23.4,22.4,15.7
C=CC1C(C(=O)Nc2ccccc2)CN1C (stereo not given),10.9,-4.2,14.4,-3.4,7.1,18.3
CCCCCCC1OCC(C)(CC)CO1 (stereo not given),-9.4,-9.7,-15.8,-6.6,-23.6,-26.6
Cc1ccccc1NC(=O)Oc1ccccc1C(=O)OCc1ccccc1,20.1,14.1,2.0,6.9,20.3,9.5
CC(=O)c1ccc(Cl)cc1Cl,-13.3,-3.7,-11.8,-38.5,-12.4,-6.7
COC(=O)N1C2c3ccccc3C(c3ccccc32)N1C(=O)OC,32.8,11.3,21.5,33.8,6.0,-54.8
COC(=O)c1cc(C(=O)OC)c(C/C(=N/Nc2ccc([N+](=O)[O-])cc2[N+](=O)[O-])C(=O)Nc2cccc(C(F)(F)F)c2)nc1C/C(=N/Nc1ccc([N+](=O)[O-])cc1[N+](=O)[O-])C(=O)Nc1cccc(C(F)(F)F)c1,37.9,1.1,-6.0,59.8,57.0,25.4
CCCCC1(CCO)C(=O)N=C(N)NC1=O (stereo not given),-5.6,-8.1,-3.9,-15.8,-15.0,-22.9
COC1OC(Nc2nc(SC)[nH]c(=O)c2C(C)=O)C(O)C(O)C1O (stereo not given),-16.4,16.0,6.4,-0.9,11.1,6.8
CCCCN(CCCC)CCC(O)c1cc(C(F)(F)F)nc2c(C(F)(F)F)cccc12 (stereo not given),13.3,0.5,25.7,41.1,-0.6,49.2
CC1=C(C)C(N(C)C)CS(=O)(=O)O1 (stereo not given),-11.2,-0.7,-18.4,-7.9,6.3,-47.0
CSCCC(O)C(=O)O (stereo not given),-2.5,19.5,-7.4,17.0,21.8,28.2
CC(=O)OCC1OC(n2cnc3[nH]c(=S)[nH]c(=S)c32)C(OC(C)=O)C1OC(C)=O (stereo not given),-0.2,13.8,6.2,3.6,18.2,15.7
COC(=O)/C=C/c1ccc([N+](=O)[O-])cc1,8.2,20.9,-2.5,-18.2,-6.3,-24.0
CC1=C(c2ccccc2)NC(=S)C(C)C(c2ccccc2)=N1 (stereo not given),-2.6,30.8,-13.2,23.9,5.0,-22.5
CC1(C)C=Cc2c(cc(O)c3c(=O)c4cc(Cl)ccc4[nH]c23)O1,-15.0,-14.8,-42.4,-12.1,-14.2,-18.1
COc1cccc(NC(=O)C(=O)C(C(C)=O)c2nc3ccc(Cl)cc3[nH]c2=O)c1 (stereo not given),2.2,-19.2,3.7,-5.4,-16.3,15.4
NC(=S)SCCC(=O)O,-21.9,-4.0,-41.5,2.9,-31.1,40.1
CCn1c2c(c3ccccc31)CCSC2(C)CCN(C)C (stereo not given),-0.7,-8.2,-3.2,5.7,-1.2,-35.0
CN(CC(=O)O)Cc1c(O)c(Cl)cc(Cl)c1Cl,-14.9,6.2,1.2,30.4,5.8,-13.6
COc1ccc(/C(C#N)=C/c2cc(OC)c(OC)c(OC)c2)cc1,5.2,36.7,-33.9,1.8,-0.9,-0.4
CC1=CCN(c2ccccn2)OC1c1ccccc1 (stereo not given),3.5,23.9,-6.4,22.6,39.0,32.5

# 12 of the compounds above, as tab-separated lines.
SMILES	bub3	sgs1 mgt1	mec2-1	yeast mlh1 rad18	yeast rad50	cln2 rad14
CC1=C(C)C(N(C)C)CS(=O)(=O)O1 (stereo not given)	-11.2	-0.7	-18.4	-7.9	6.3	-47.0
CSCCC(O)C(=O)O (stereo not given)	-2.5	19.5	-7.4	17.0	21.8	28.2
CC(=O)OCC1OC(n2cnc3[nH]c(=S)[nH]c(=S)c32)C(OC(C)=O)C1OC(C)=O (stereo not given)	-0.2	13.8	6.2	3.6	18.2	15.7
COC(=O)/C=C/c1ccc([N+](=O)[O-])cc1	8.2	20.9	-2.5	-18.2	-6.3	-24.0
CC1=C(c2ccccc2)NC(=S)C(C)C(c2ccccc2)=N1 (stereo not given)	-2.6	30.8	-13.2	23.9	5.0	-22.5
CC1(C)C=Cc2c(cc(O)c3c(=O)c4cc(Cl)ccc4[nH]c23)O1	-15.0	-14.8	-42.4	-12.1	-14.2	-18.1
COc1cccc(NC(=O)C(=O)C(C(C)=O)c2nc3ccc(Cl)cc3[nH]c2=O)c1 (stereo not given)	2.2	-19.2	3.7	-5.4	-16.3	15.4
NC(=S)SCCC(=O)O	-21.9	-4.0	-41.5	2.9	-31.1	40.1
CCn1c2c(c3ccccc31)CCSC2(C)CCN(C)C (stereo not given)	-0.7	-8.2	-3.2	5.7	-1.2	-35.0
CN(CC(=O)O)Cc1c(O)c(Cl)cc(Cl)c1Cl	-14.9	6.2	1.2	30.4	5.8	-13.6
COc1ccc(/C(C#N)=C/c2cc(OC)c(OC)c(OC)c2)cc1	5.2	36.7	-33.9	1.8	-0.9	-0.4
CC1=CCN(c2ccccn2)OC1c1ccccc1 (stereo not given)	3.5	23.9	-6.4	22.6	39.0	32.5

# Next part
SMILES,bub3,sgs1 mgt1,mec2-1,yeast mlh1 rad18,yeast rad50,cln2 rad14
CC1=C(C(=O)NCc2ccccc2)C(c2cccc([N+](=O)[O-])c2)C(C(=O)NCc2ccccc2)=C(C)N1,19.2,9.1,17.2,33.7,19.6,22.7
Clc1c2ncccc2cc2n[nH]nc12,5.8,24.0,21.2,17.1,14.9,6.5
O=C(O)Cc1ccc(-c2cn3c(n2)sc2ccccc23)cc1,24.8,0.1,22.3,16.4,58.1,5.5
CCCC(=O)c1cc(O)c(O)c(CN(C)Cc2cc(Cl)cc(C)c2O)c1O,49.0,50.5,52.5,54.5,55.0,60.6
CSc1[nH]c(=O)ncc1F,-2.3,3.2,4.1,-7.5,4.2,-4.2
O=C(c1nc2ccc(Cl)cc2[nH]c1=O)C(O)c1cccc([N+](=O)[O-])c1 (stereo not given),-9.9,9.9,-13.8,19.1,14.5,14.4
Cc1ccc(/C(O)=C/c2nc3ccc([N+](=O)[O-])cc3nc2/C=C(\O)c2ccc(C)cc2)cc1,-19.2,-23.1,-3.5,-14.0,13.8,-28.6
NNc1cccc([N+](=O)[O-])c1,81.8*,57.2,84.2*,78.0*,76.8*,72.6*
O=C(CN1CCCc2ccccc21)c1cccc([N+](=O)[O-])c1,19.8,4.0,-13.9,17.4,-12.2,-5.5
OCCN1CCNCC1,13.4&-23.5,-17.8&5.0,-14.3&-0.5,-19.2&1.8,-9.6&4.4,-15.8&8.3
Cc1ccc(S(=O)(=O)N/N=c2/sc3ccccc3n2C)cc1,-8.2,-33.5,-19.1,-22.3,-35.0,-7.8
COc1ccc(N2C(=O)C3c4[nH]c5ccccc5c4C4CCCCC4C3C2=O)cc1 (stereo not given),-1.1,-7.2,5.1,-6.0,-3.4,9.9
CC/C(=N/NC(=O)c1ccccc1)c1ccccc1,8.5,8.7,9.5,-17.7,-18.9,-19.4
O=C1CCCC/C1=C1/SC(=Nc2ccccc2)C(=Nc2ccccc2)N1c1ccccc1,19.1,16.2,16.1,8.6,21.2,31.0
COC(=O)C1N=CSCC1(C)O (stereo not given),-2.5,-25.9,15.3,-16.4,-4.8,12.5
N#CSc1ccc(S(N)(=O)=O)cc1,75.8*,62.1,47.6,59.1,56.9,41.4
O=[N+]([O-])c1ccc(Cl)cc1/C=N\N=C\c1ccccc1O,8.9,-4.8,-11.2,19.9,-4.0,-7.3
CCCO/N=[N+](\[O-])N(CC)CC,-0.8,7.5,-17.4,-1.4,-7.7,13.8
Cc1cc(OCCOC(=O)Nc2ccccc2C(F)(F)F)cc(C)c1Cl,-3.5,-3.4,-5.2,10.8,-7.6,-44.4
C=C(CBr)CCCCC,29.8,62.6,23.3,0.6,65.1,14.1
O=C1CC(c2ccc(O)cc2)Oc2cc(O)cc(O)c21 (stereo not given),14.6&26.0,13.8&19.3,-24.4&6.0,1.6&11.3,6.3&21.6,12.8&12.8
CCCCCCC[n+]1ccc(C(=O)c2ccccc2)cc1,99.3*,99.5*,94.3*,99.5*,99.4*,80.2*
NC(=O)c1cc2ccccc2c2ccccc12,-1.0,-15.6,-23.8,-3.9,0.7,-33.3
C=CCNC(=O)NCCCCC(NC(C)=O)C(=O)NCc1ccccc1 (stereo not given),-16.8,-13.6,-18.4,-10.0,-25.4,2.4
COCc1ccnn1-c1ccccc1C,5.2,9.3,13.5,-6.0,-5.8,-8.4
COc1ccc2c(c1)[nH]c(=O)c1c3ccccc3[nH]c21,6.1,11.3,-3.2,22.8,10.7,1.7
CCCCCOC(=O)c1ccc(O)cc1,88.9*,51.2,36.0,15.4,-3.6,13.1
CN(CCO)C1CC(C)(C)N(O)C(C)(C)C1,10.2,6.2,6.3,9.3,7.9,-25.6
CSCCC(NCc1c(O)ccc2c(C)cc(=O)oc12)C(=O)O (stereo not given),-1.1,14.0,0.8,26.7,16.5,25.9
CCC(Cc1ccccc1)OC(=O)c1ccccc1C(=O)O (stereo not given),-6.8,8.0,-10.8,1.9,-16.2,-43.3
